Peg3 promoter – reduces Peg3 promoter-driven luciferase expression in HeLa. HeLa PEG-Prom luciferase reporter, luminescence, overnight. inhibition, % at 20 µM. hit rate 1.7% among 360,000. AID 588405;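 active = inhibition of at least 50% at 20 µM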
NR2E3 ag-1 – activates human photoreceptor nuclear receptor NR2E3. Q9Y5X4. GST-NR2E3/biotin-RetCOR TR-FRET, 1536-well. inhibition of corepressor binding, % at 4.78 µM. hit rate 0.12% among 320,000. AID 2300;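 active = percent inhibition above the cutoff of mean plus 3 SD of all tested compounds, set per screening campaign, cut at about 20% in these data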;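 note: 0% = DMSO wells and 100% = biotin wells as full block of FRET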
Target sequence (Q9Y5X4 whole entry, looked up): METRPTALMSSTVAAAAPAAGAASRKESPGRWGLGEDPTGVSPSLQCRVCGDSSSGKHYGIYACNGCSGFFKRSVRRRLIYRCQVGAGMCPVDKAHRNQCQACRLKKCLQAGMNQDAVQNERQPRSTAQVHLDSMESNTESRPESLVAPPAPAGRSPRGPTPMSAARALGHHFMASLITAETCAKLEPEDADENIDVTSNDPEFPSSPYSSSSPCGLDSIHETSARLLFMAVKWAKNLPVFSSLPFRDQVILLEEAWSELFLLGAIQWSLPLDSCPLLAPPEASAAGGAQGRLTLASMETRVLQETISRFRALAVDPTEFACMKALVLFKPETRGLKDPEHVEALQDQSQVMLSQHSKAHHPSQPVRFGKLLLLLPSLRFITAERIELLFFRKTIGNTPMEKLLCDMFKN
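Format: 1536-well format; test system: GST-NR2E3 and biotin-RetCOR proteins; read-out basis: percent inhibition of TR-FRET ratio; timing: 5 h incubation at 4 °C; detection: time-resolved FRET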
HTR2A ag – mouse HTR2A agonism via beta-arrestin recruitment | CHO-K1 mHTR2A beta-arrestin complementation, luminescence; percent of 30 µM serotonin response | activation, % at 7.6 µM | hit rate 0.66% among 360,000 | AID 624169;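 active = activation above a run cutoff, the mean activation of all tested compounds plus 3 SD, cut at about 14% in these data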;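 note: 0% = plate median of compound wells and 100% = 30 µM serotonin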
PDI turbidity – blocks human protein disulfide isomerase activity | hit rate 0.052% among 350,000 | P07237 | inhibition, % at 10 µM | PDI insulin aggregation turbidity, A650, 90 min;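 active = mean inhibition across replicates of 30% or more, whatever share of single replicates reach that level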;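 note: absorbance from insulin aggregation driven by PDI reduction with DTT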
Target sequence (P07237 whole entry, looked up): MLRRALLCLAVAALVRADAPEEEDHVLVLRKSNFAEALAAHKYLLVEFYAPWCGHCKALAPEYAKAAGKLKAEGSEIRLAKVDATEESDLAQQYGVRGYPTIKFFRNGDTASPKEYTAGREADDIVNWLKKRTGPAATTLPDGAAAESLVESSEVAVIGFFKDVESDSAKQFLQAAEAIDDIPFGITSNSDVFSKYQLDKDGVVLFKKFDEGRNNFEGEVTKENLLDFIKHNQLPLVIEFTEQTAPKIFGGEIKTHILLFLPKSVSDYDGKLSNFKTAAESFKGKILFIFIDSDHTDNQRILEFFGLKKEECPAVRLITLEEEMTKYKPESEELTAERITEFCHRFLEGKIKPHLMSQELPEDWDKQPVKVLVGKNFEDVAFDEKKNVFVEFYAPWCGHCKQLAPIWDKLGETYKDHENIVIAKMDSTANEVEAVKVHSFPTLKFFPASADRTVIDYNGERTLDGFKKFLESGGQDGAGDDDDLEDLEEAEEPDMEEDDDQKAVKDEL
Shn3 3UTR inh – reduces Shn3 3'UTR luciferase signal in osteoblasts; Clone20 osteoblast Shn3 3'UTR firefly luciferase, 24 h; hit rate 0.52% among 360,000; inhibition, % at 12.5 µM; AID 588674;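 active = mean inhibition of at least 75% with every replicate also reaching 75%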;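 note: 0% = median of neutral control wells and 100% = pilot-screen positive control compound; some compounds past the cut are filed as inactive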
CaV13 ICDI inh – Primary screen for inhibitors of IQ motif and Ca2+-dependent inactivation inhibitor domain binding in CACNA1D, Förster resonance energy transfer in living cells, …. AID 743397. HEK cells, CFP/YFP FRET ICDI-IQ, plate reader, 10 min; percent FRET-ratio fall versus neutral wells. hit rate 0.098% among 340,000. inhibition, % at 12.3 µM;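 active = mean replicate inhibition of at least 30% and at least 1% of replicates passing that level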;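 note: 0% = median of the neutral control wells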
TRPM1 prom inh – inhibitors of MITF-driven TRPM1 promoter in melanoma cells; hit rate 0.83% among 330,000; inhibition, % at 12.5 µM; SK-MEL-5 TRPM1 promoter luciferase, 24 h;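 active = mean inhibition across replicates of 60% or more, whatever share of single replicates reaches that level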; note: values of inactives mirror those of a sister screen read the other way
Cardio protect – modulators protecting cardiomyocytes from myocardial damage. AID 588492. protection from H2O2 cell death, % at 20 µM. hit rate 0.63% among 360,000. H9c2 cardiomyocytes, H2O2 injury protection, ATPLite, 2 h;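 active = compounds giving at least 50% protection of heart cells from peroxide-induced death in the single-dose screen, raw or plate-pattern-corrected value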;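 note: 0% = DMSO wells with peroxide and 100% = DMSO wells without peroxide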
iPSC survival up – increases survival of single human iPS cells. hiPSC single-cell survival, ATPlite luminescence; 100% = ROCK inhibitor wells, 0% = DMSO. survival enhancement, % at 20 µM. hit rate 0.044% among 360,000; in the data active = survival enhancement above about 18%;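 note: cells exposed to compounds for 16 hours before the ATP read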
NR2E3 ag-2 – agonists of human NR2E3 nuclear receptor. AID 602229. Q9Y5X4. hit rate 0.35% among 360,000. inhibition of corepressor binding, % at 3.98 µM. CHO-S Gal4-NCOR/VP16-NR2E3 two-hybrid, luciferase;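 active = inhibition above the mean of all tested compounds plus 3 SD, cut at about 70% in these data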;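 note: 0% = DMSO with NR2E3 transfected cells and 100% = cells lacking NR2E3 construct; higher means lower luciferase signal from less NR2E3 corepressor binding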
HIF-2a block – blocks HIF-2a reporter activity; 786-0 RCC cells HIF-2a reporter, luciferase luminescence, overnight; inhibition, % at 18.8 µM; hit rate 0.72% among 360,000; AID 624352;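 active = inhibition of the luminescence signal of 40% or more relative to plate controls, in a single-dose primary screen at 18.75 µM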
Active calls of the source: *; . = no result given. Rows are unselected; overall some 3.9% were active at least once.

nr	mol	Peg3 promoter	NR2E3 ag-1	HTR2A ag	PDI turbidity	Shn3 3UTR inh	CaV13 ICDI inh	TRPM1 prom inh	Cardio protect	iPSC survival up	NR2E3 ag-2	HIF-2a block
1	O=C(CCCCCNC(=S)Nc1ccccc1)C[N+](=O)[O-]	-7	2	6	1	-8	-5	-14	0	4.9	12	12
2	CC(=O)c1c(N2CCOCC2)[nH]c(-c2ccccc2)nc1=S	19	0	3	9	-14	-15	-2	-3	0.5	5	24
3	COc1ccccc1-c1nnc(C2CCN(S(=O)(=O)c3ccccc3[N+](=O)[O-])CC2)o1	10	1	1	-2	-12	-14	11	5	-0.7	-17	8
4	O=C(CCSc1nnc(-c2ccco2)o1)N1CCOCC1	-2	0	3	2	-8	-6	-3	10	0.9	-4	-7
5	CCOc1ccc2nc(N(CCN(CC)CC)C(=O)/C=C/c3cccs3)sc2c1	-6	1	-9	-1	7	-3	-17	3	-0.3	-32	6
6	COc1ccc(OC)c(CN2CCC(C(=O)N3CCN(c4ccccc4F)CC3)CC2)c1	1	2	-1	1	-19	-19	19	6	0.0	-14	2
7	COC(=O)c1ccccc1NC(=S)NC(=O)c1ccc(C)cc1	-9	-2	-1	-2	-24	-5	15	44	-1.3	-42	-11
8	CC(C)CCNC(=O)C(c1ccncc1)N(CC1CCCO1)C(=O)Cn1nnc(-c2ccc(F)cc2)n1 (stereo not drawn)	-2	5	0	7	-6	-6	-9	2	-1.4	21	22
9	COc1cccc(CC2(CO)CCN(Cc3cnc(-c4cccc(C)c4)nc3)CC2)c1	-22	0	11	4	27	-6	-9	-20	2.5	-18	-39
10	CC(C)C(NC(=O)c1ccco1)C(=O)NCc1ccc(C(=O)O)cc1 (stereo not drawn)	12	-3	0	18	0	-3	-1	-2	0.8	-18	-3
11	COc1ccc(NS(=O)(=O)c2ccc(C)c(C(=O)NCC(c3ccco3)N3CCCCC3)c2)cc1 (stereo not drawn)	0	0	-2	4	-3	-3	9	3	-0.3	18	15
12	Cn1cccc1C(=O)C(=O)Nc1ccc(F)c(F)c1	-302	5	14	1	-89	5	-102	-8	-1.2	-124	-333
13	CCn1c(O)c(/C=C2\C=Nc3ccccc32)sc1=Nc1ccccc1	-135	3	-2	-3	-27	-7	-62	-13	-0.9	-55	-324
14	COc1ccc(CCNC(=O)CN(c2ccccc2)S(C)(=O)=O)cc1	5	1	-1	12	-15	-4	6	-3	0.9	-7	10
15	Cc1ccc(O)c(C2=Nc3ccccc3N=C(c3cccc([N+](=O)[O-])c3)C2)c1	-58	1	-3	-3	-38	-9	-23	-2	1.3	-106	-97
16	Cc1cc2nc(-c3cc(N4CCOCC4)ccc3[N+](=O)[O-])ccn2n1	20	1	-2	-3	14	-7	12	3	0.5	-8	14
17	CN(C)/C=C/C(=O)c1cnc(-c2ccccn2)s1	-151	-2	6	-3	-57	-2	-64	7	-0.7	-50	-193
18	O=C(COC(=O)c1ccc(CO)cc1)c1ccc(S(=O)(=O)N2CCCCC2)cc1	13	-1	-6	-1	6	-3	3	-3	-1.2	-27	3
19	CCCc1nc2ccc(C)cn2c1Cc1ccccc1C(F)(F)F	5	.	-5	.	20	-6	.	-12	-0.5	-46	-27
20	CCC(CC)C(=O)NCCCCc1ccccc1	3	-2	3	-1	10	-5	3	6	-1.8	7	9
21	CC(C)[C@H]1COC(NC2=N[C@@H](C(C)C)CO2)=N1	-10	3	-3	-4	26	-4	5	2	-2.3	-14	7
22	CC1c2ccccc2N(S(=O)(=O)c2ccccc2)C1C (stereo not drawn)	21	.	-1	2	15	-9	-5	-4	1.5	19	23
23	O=C(c1ccc(F)cc1)N1CCC(O)(c2cccnc2)CC1	9	4	-1	-1	0	.	7	5	4.3	-9	5
24	CCN(CC)c1ccc(NC(=S)NC(=O)c2cccs2)cc1	-303	2	-10	-1	-81	-1	-57	-13	-0.6	-125	-267
25	CCCC(NC(=O)CCl)c1ccccc1 (stereo not drawn)	7	2	7	6	-6	-3	17	1	-1.2	-2	22
26	O=C(CCN1C(=O)C2C3C=CC(C3)C2C1=O)Nc1ccccn1 (stereo not drawn)	5	1	1	8	10	-7	8	3	-0.7	-27	16
27	Cc1ccc(S(=O)(=O)NCC(c2ccco2)N2CCc3ccccc32)cc1 (stereo not drawn)	22	1	1	-3	13	-6	3	-4	-0.6	2	20
28	O=S1(=O)CCC(NC(=S)SCCOc2ccccc2)C1 (stereo not drawn)	-7	0	10	-3	0	-5	32	-25	-2.8	13	50*
29	Cc1noc(C)c1COC(=O)Cn1c(C)nc2ccccc21	8	-3	4	11	6	.	-2	-1	0.5	0	11
30	COc1ccc(OC)c(CCNC(=O)CCc2nnc3ccc(N4CCCC4)nn23)c1	-13	-1	-6	0	-6	-5	-6	0	-0.3	24	7

In a second layout: 5 of the compounds above
Order of results – Peg3 promoter	NR2E3 ag-1	HTR2A ag	PDI turbidity	Shn3 3UTR inh	CaV13 ICDI inh	TRPM1 prom inh	Cardio protect	iPSC survival up	NR2E3 ag-2	HIF-2a block
[26] O=C(CCN1C(=O)C2C3C=CC(C3)C2C1=O)Nc1ccccn1 (stereo not drawn)
 : 5	1	1	8	10	-7	8	3	-0.7	-27	16
[12] Cn1cccc1C(=O)C(=O)Nc1ccc(F)c(F)c1
 : -302	5	14	1	-89	5	-102	-8	-1.2	-124	-333
[29] Cc1noc(C)c1COC(=O)Cn1c(C)nc2ccccc21
 : 8	-3	4	11	6	.	-2	-1	0.5	0	11
[22] CC1c2ccccc2N(S(=O)(=O)c2ccccc2)C1C (stereo not drawn)
 : 21	.	-1	2	15	-9	-5	-4	1.5	19	23
[16] Cc1cc2nc(-c3cc(N4CCOCC4)ccc3[N+](=O)[O-])ccn2n1
 : 20	1	-2	-3	14	-7	12	3	0.5	-8	14

Further entries follow.
nr	mol	Peg3 promoter	NR2E3 ag-1	HTR2A ag	PDI turbidity	Shn3 3UTR inh	CaV13 ICDI inh	TRPM1 prom inh	Cardio protect	iPSC survival up	NR2E3 ag-2	HIF-2a block
31	CC(C)(C)CN1CCNC(=O)C1CC(=O)NCc1cccc(-n2cccn2)c1 (stereo not drawn)	13	2	1	-1	1	-5	-1	-3	1.1	1	3
32	Cc1cccc(N2C(=O)SC(SC(=Nc3ccccc3)Nc3ccccc3)C2=O)c1 (stereo not drawn)	-30	-2	2	-1	18	-5	4	-3	1.8	-33	-55
33	O=C(Nn1c(C2CC2)nc2ccccc2c1=O)c1ccco1	12	3	1	0	-15	-6	9	2	-0.6	1	9
34	Nc1cc(=O)[nH]c(SCC(=O)Nc2ccc(S(=O)(=O)N3CCCCC3)cc2)n1	-8	2	1	-1	-23	-5	3	-4	-2.9	17	9
35	CC1(C)OC(=O)C2=C(CC(CCc3ccccc3)OC2c2ccccc2)O1 (stereo not drawn)	7	.	4	1	17	-3	.	-6	-0.7	-36	17
36	O=C(Nc1nc(-c2ccco2)c(-c2ccco2)s1)c1ccco1	-22	-3	1	-4	0	-5	-5	9	-0.1	-4	-64
37	Cc1ccc(C(=O)Nc2ccc3cn[nH]c3c2)cc1S(=O)(=O)N1CCOCC1	-65	-3	8	15	-17	-3	-8	32	-0.3	-69	-157
38	Cc1ccc(C2NC(=O)c3ccccc3N2)s1 (stereo not drawn)	-155	0	1	1	-39	-7	-29	23	3.3	-61	-224
39	CCCCn1c(SCC(=O)N(CC)C2CCS(=O)(=O)C2)nc2cc(S(N)(=O)=O)ccc21 (stereo not drawn)	11	-1	5	2	0	-6	13	-8	0.0	4	16
40	CCCN(CCC)CCOc1cc(C)ccc1C(C)C	-2	-4	12	-2	9	4	1	-4	-0.5	-28	20
41	O=C(COC(=O)c1cc[n+]([O-])cc1)Nc1ccc(Cl)cc1Cl	-11	.	-3	-6	-1	-15	.	0	0.6	-18	-10
42	O=C(c1ccccc1)c1nc2ccccc2[nH]c1=O	-2	3	-6	-5	-33	-5	6	2	0.1	-26	-17
43	Cn1c(=O)n(CC(=O)Nc2ccc(F)cc2)c2ccccc21	2	-2	1	0	0	-9	-2	6	-1.3	-9	13
44	Cc1nc2ccccc2nc(=O)c1NNc1ccccc1	-151	.	2	-7	-52	1	-85	-8	2.2	-89	-242
45	c1cncc(-c2nc(-c3cccs3)cs2)c1	-120	2	1	4	-6	.	-22	-2	-1.0	-42	-174
46	O=C1c2cc3ccccc3c(-c3ccccc3)c2C(=O)N1c1ccccn1	2	-1	0	-3	-22	-19	-2	4	0.6	-21	16
47	Cc1cccc(NC(=O)/C(C#N)=C/c2cccc([N+](=O)[O-])c2)n1	25	3	-9	1	0	-4	4	5	-0.3	-20	5
48	Cc1cc(Nc2cc(Cl)nc(Sc3ccc(NC(=O)C4CC4)cc3)n2)n[nH]1	39	2	1	-2	64	-5	3	4	-0.8	23	33
49	N/C(=N\OS(=O)(=O)c1ccc2ccccc2c1)c1cccnc1	18	2	1	4	-8	-3	-5	0	-0.5	1	14
50	Oc1csc(Cc2nc(-c3ccccc3F)cs2)n1	-147	2	2	-1	-75	-5	-54	-11	-0.8	-66	-241
51	COc1ccc2c(c1)CCCC21NC(=O)N(CC(=O)NCc2cccs2)C1=O (stereo not drawn)	10	.	19*	18	-13	-5	2	3	-1.4	13	10
52	CCN(CCCNC(=O)CC(C(=O)N1CCc2ccccc21)n1ccnc1)c1cccc(C)c1 (stereo not drawn)	8	0	-3	6	23	-4	14	4	-0.2	3	11

In another format: results already given.
Order of values: Peg3 promoter, NR2E3 ag-1, HTR2A ag, PDI turbidity, Shn3 3UTR inh, CaV13 ICDI inh, TRPM1 prom inh, Cardio protect, iPSC survival up, NR2E3 ag-2, HIF-2a block
2	CC(=O)c1c(N2CCOCC2)[nH]c(-c2ccccc2)nc1=S
→ 19, 0, 3, 9, -14, -15, -2, -3, 0.5, 5, 24
3	COc1ccccc1-c1nnc(C2CCN(S(=O)(=O)c3ccccc3[N+](=O)[O-])CC2)o1
→ 10, 1, 1, -2, -12, -14, 11, 5, -0.7, -17, 8
4	O=C(CCSc1nnc(-c2ccco2)o1)N1CCOCC1
→ -2, 0, 3, 2, -8, -6, -3, 10, 0.9, -4, -7
5	CCOc1ccc2nc(N(CCN(CC)CC)C(=O)/C=C/c3cccs3)sc2c1
→ -6, 1, -9, -1, 7, -3, -17, 3, -0.3, -32, 6
6	COc1ccc(OC)c(CN2CCC(C(=O)N3CCN(c4ccccc4F)CC3)CC2)c1
→ 1, 2, -1, 1, -19, -19, 19, 6, 0.0, -14, 2
